Screens as filed in PubChem.
CaV13 FRET inh – Primary screen for inhibitors of IQ motif and Ca2+-dependent inactivation inhibitor domain binding in CACNA1D, Förster resonance energy transfer in living cells, …; inhibition, % at 12.3 µM; actives 0.098% (n = 340,000); HEK cells, CFP/YFP FRET ICDI-IQ, plate reader, 10 min; percent FRET-ratio fall versus neutral wells;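 active = mean replicate inhibition of at least 30% and at least 1% of replicates passing that level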;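 also: 0% = median of the neutral control wells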
HIF-2a inh – blocks HIF-2a reporter activity; 786-0 RCC cells HIF-2a reporter, luciferase luminescence, overnight; inhibition, % at 18.8 µM; actives 0.72% (n = 360,000); AID 624352;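 active = inhibition of the luminescence signal of 40% or more relative to plate controls, in a single-dose primary screen at 18.75 µM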
PDI inh – PDI (human) enzyme inhibition; inhibition, % at 10 µM; actives 0.052% (n = 350,000); PDI insulin aggregation turbidity, A650, 90 min; AID 588391; P07237;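 active = mean inhibition across replicates of 30% or more, whatever share of single replicates reach that level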;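 also: absorbance from insulin aggregation driven by PDI reduction with DTT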
Target sequence (P07237 whole entry, looked up): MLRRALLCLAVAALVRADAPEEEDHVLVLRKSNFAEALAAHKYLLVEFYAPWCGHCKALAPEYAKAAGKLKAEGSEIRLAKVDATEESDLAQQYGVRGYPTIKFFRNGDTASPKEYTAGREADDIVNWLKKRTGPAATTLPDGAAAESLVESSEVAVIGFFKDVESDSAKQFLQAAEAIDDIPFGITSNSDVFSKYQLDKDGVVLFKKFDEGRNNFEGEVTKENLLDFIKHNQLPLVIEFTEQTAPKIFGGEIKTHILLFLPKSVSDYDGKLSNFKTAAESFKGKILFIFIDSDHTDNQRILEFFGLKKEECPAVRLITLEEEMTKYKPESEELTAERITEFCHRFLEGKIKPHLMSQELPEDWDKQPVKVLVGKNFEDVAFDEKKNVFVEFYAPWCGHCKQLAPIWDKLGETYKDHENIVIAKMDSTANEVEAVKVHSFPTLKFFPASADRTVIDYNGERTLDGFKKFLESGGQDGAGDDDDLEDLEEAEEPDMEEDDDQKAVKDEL
NR2E3 ag-1 – agonists of human nuclear receptor NR2E3 | AID 2300 | GST-NR2E3/biotin-RetCOR TR-FRET, 1536-well | Q9Y5X4 | inhibition of corepressor binding, % at 4.78 µM | actives 0.12% (n = 320,000);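 active = percent inhibition above the cutoff of mean plus 3 SD of all tested compounds, set per screening campaign, cut at about 20% in these data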;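 also: 0% = DMSO wells and 100% = biotin wells as full block of FRET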
Target sequence (Q9Y5X4 whole entry, looked up): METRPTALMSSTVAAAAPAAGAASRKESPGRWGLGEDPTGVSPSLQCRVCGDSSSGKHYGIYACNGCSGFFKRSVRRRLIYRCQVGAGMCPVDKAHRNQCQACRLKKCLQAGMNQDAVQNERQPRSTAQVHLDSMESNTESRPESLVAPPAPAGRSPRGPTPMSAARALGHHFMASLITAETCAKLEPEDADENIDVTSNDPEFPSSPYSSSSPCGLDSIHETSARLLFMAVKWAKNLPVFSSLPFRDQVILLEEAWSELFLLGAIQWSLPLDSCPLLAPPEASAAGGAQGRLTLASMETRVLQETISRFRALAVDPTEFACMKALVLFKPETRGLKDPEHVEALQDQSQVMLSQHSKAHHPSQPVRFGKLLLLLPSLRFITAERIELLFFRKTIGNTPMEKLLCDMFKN
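System: GST-NR2E3 and biotin-RetCOR proteins; probe or stimulus: 7 nM biotin-RetCOR; doses: compound at 4.8 µM, single dose; schedule: Compound–protein incubation for 5 h at 4 °C; detection: time-resolved FRET; read-out: percent inhibition; controls: biotin wells as high control, 0.6% DMSO wells as low control; format: 1536-well plates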
Peg3 promoter – reduces Peg3 promoter-driven luciferase expression in HeLa | actives 1.7% (n = 360,000) | inhibition, % at 20 µM | HeLa PEG-Prom luciferase reporter, luminescence, overnight;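 active = inhibition of at least 50% at 20 µM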
Exocytosis inh – blocks lytic granule exocytosis | TALL-104 LAMP-1 surface exposure, flow cytometry; cells stimulated with thapsigargin and PMA | inhibition, % at 10 µM | actives 0.66% (n = 360,000) | AID 651702;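 active = inhibition above about 55%, limit read from the data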
NR2E3 ag-2 – activates human NR2E3 receptor; Q9Y5X4; CHO-S Gal4-NCOR/VP16-NR2E3 two-hybrid, luciferase; inhibition of corepressor binding, % at 3.98 µM; actives 0.35% (n = 360,000); AID 602229;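 active = inhibition above the mean of all tested compounds plus 3 SD, cut at about 70% in these data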;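 also: 0% = DMSO with NR2E3 transfected cells and 100% = cells lacking NR2E3 construct; higher means lower luciferase signal from less NR2E3 corepressor binding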
Vif inh – blocks HIV Vif function; HEK293T cells, Vif self-association by quenched fluorescence, imaging, 24 h; inhibition, % at 7.49 µM; actives 0.35% (n = 340,000); AID 602346; in the data active = inhibition above about 50%, passing the limit was not always enough; also: some results filed as inactive read as strong as hits
aDG glyco act – increases alpha dystroglycan glycosylation; AID 624168; activation, % at 10 µM; actives 0.22% (n = 360,000); Pro5-aDG cells, alpha-DG glycosylation AlphaScreen (IIH6); 0% Pro5, 100% B10-LARGE cell signal;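 active = activation of at least 8% versus controls, or a plate z-score of at least 8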;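 also: Pro5 are CHO cells carrying HIG-tagged alpha-DG that lacks glycosylation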
hiPSC survival – hiPSC single-cell survival enhancement; ATPlite luminescence; 100% = ROCK inhibitor wells, 0% = DMSO; survival enhancement, % at 20 µM; actives 0.044% (n = 360,000); in the data active = survival enhancement above about 18%;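 also: cells exposed to compounds for 16 hours before the ATP read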
TRPM1 prom inh – inhibitors of MITF-driven TRPM1 promoter in melanoma cells | AID 488899 | inhibition, % at 12.5 µM | SK-MEL-5 TRPM1 promoter luciferase, 24 h | actives 0.83% (n = 330,000);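 active = mean inhibition across replicates of 60% or more, whatever share of single replicates reaches that level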; also: values of inactives mirror those of a sister screen read the other way
Numbers without * were called inactive; x = not tested or not shown. Compounds were not picked by outcome (roughly 3.5% active in at least one column).

compound,hiPSC survival,TRPM1 prom inh,PDI inh,Exocytosis inh,Peg3 promoter,CaV13 FRET inh,aDG glyco act,NR2E3 ag-2,HIF-2a inh,Vif inh,NR2E3 ag-1
O=C(NCCc1ccc(Cl)cc1)c1ccc(Br)s1,-0.4,-90,-3,2,-228,-5,-0.1,-92,-229,x,1
COc1ccc(C)cc1NC(=O)c1ccccc1NS(=O)(=O)c1ccc(Cl)s1,0.4,6,9,9,45,-14,0.5,101*,-3,-16,3
COC(=O)c1ccc(NC(=O)C(C)Oc2ccccc2)cc1 (stereo unspecified),-2.5,10,-1,-6,-10,-5,0.0,-6,-9,8,0
S=c1[nH]ncn1NCc1cccc(Br)c1,0.3,x,-5,2,0,-20,0.3,7,14,-5,1
CCOC(=O)c1c(CC(C)C)csc1NC(=O)COC(=O)c1cc(OC)c(OC)cc1[N+](=O)[O-],0.6,0,-3,-3,18,2,-0.5,-22,-1,-3,0
CCN(CC(=O)Nc1c(F)cccc1F)C(=O)C1CC(=O)N(CCc2ccc(OC)c(OC)c2)C1 (stereo unspecified),-0.4,-2,14,28,-1,-15,-0.3,-10,5,-4,-4
Cc1nnc(SCC(=O)Nc2cc(S(=O)(=O)N3CCCC3)ccc2Cl)s1,-0.2,-8,-4,-4,-1,-5,0.0,-17,2,-5,3
COc1ccc(N2CCN(S(=O)(=O)CCNC(=O)C(C)Oc3ccccc3)CC2)cc1 (stereo unspecified),0.5,-5,15,-3,22,-6,0.2,-18,3,0,0
Cc1ccc(C(C)C)c(O)c1,-0.7,x,x,-2,3,x,0.4,23,20,-7,3
CCCn1c(C)cc(/C=C(\C#N)C(=O)OCC(=O)Nc2cccc(S(N)(=O)=O)c2)c1C,-0.4,-46,-11,3,-92,-5,0.2,-21,-177,-2,4
CC(C)[C@H](NC(=O)c1ccccc1Cl)C(=O)Nc1ccc(S(=O)(=O)Nc2nccs2)cc1,-0.3,8,-1,-2,0,-2,-0.1,-40,6,-2,x
CC(C)Oc1cccc(-c2cc(C(=O)NC(=S)N(C)c3ccccc3C(=O)O)c3ccccc3n2)c1,-1.4,-7,5,0,-25,-4,-0.4,-24,-52,-4,0
N=C1c2ccccc2CN1NC(=O)c1cccc(S(=O)(=O)N2CCCCC2)c1,2.3,-7,1,1,8,-7,-0.3,2,14,-7,4
CC(=O)c1sc2nc(-c3cccs3)ccc2c1N,-1.3,-12,9,30,-207,-4,-0.5,-46,-261,28,2
O=C(CCN1C(=O)/C(=C/c2ccccc2F)SC1=S)NC1C=CS(=O)(=O)C1 (stereo unspecified),1.1,17,-3,-1,16,-5,0.1,-24,11,-1,2

Single entries from above:
Value for CC(C)Oc1cccc(-c2cc(C(=O)NC(=S)N(C)c3ccccc3C(=O)O)c3ccccc3n2)c1 in hiPSC survival: -1.4
Value for COc1ccc(N2CCN(S(=O)(=O)CCNC(=O)C(C)Oc3ccccc3)CC2)cc1 (stereo unspecified) in Peg3 promoter: 22
Value for N=C1c2ccccc2CN1NC(=O)c1cccc(S(=O)(=O)N2CCCCC2)c1 in Peg3 promoter: 8
Value for CC(C)[C@H](NC(=O)c1ccccc1Cl)C(=O)Nc1ccc(S(=O)(=O)Nc2nccs2)cc1 in PDI inh: -1
Value for O=C(NCCc1ccc(Cl)cc1)c1ccc(Br)s1 in Peg3 promoter: -228

Quoted from the results shown (two entries):
compound,hiPSC survival,TRPM1 prom inh,PDI inh,Exocytosis inh,Peg3 promoter,CaV13 FRET inh,aDG glyco act,NR2E3 ag-2,HIF-2a inh,Vif inh,NR2E3 ag-1
O=C(NCCc1ccc(Cl)cc1)c1ccc(Br)s1,-0.4,-90,-3,2,-228,-5,-0.1,-92,-229,x,1
COc1ccc(C)cc1NC(=O)c1ccccc1NS(=O)(=O)c1ccc(Cl)s1,0.4,6,9,9,45,-14,0.5,101*,-3,-16,3

Later entries.
compound,hiPSC survival,TRPM1 prom inh,PDI inh,Exocytosis inh,Peg3 promoter,CaV13 FRET inh,aDG glyco act,NR2E3 ag-2,HIF-2a inh,Vif inh,NR2E3 ag-1
C/C(=N\NC(=O)C(C)Sc1ccccc1)c1ccc([N+](=O)[O-])cc1 (stereo unspecified),-0.7,1,18,-2,15,-21,-0.1,-18,24,11,1
Cc1ccc(NC(=O)c2ccc3c(c2)OCCO3)cc1,-5.0,-8,-3,-6,-49,-6,0.5,-107,-28,6,1
C/C(=N\O)c1ncc(C(F)(F)F)cc1Cl,1.5,-4,-1,0,7,-5,0.0,13,12,1,-2
O=C(O)CSc1nc2c(c(=O)[nH]1)CCCC2,1.5,14,5,-2,0,-3,0.0,-9,3,0,-5
Cc1cc(C)c(N2C(=NC(=O)CCCC(=O)O)SC3CS(=O)(=O)CC32)c(C)c1 (stereo unspecified),2.8,-4,2,-3,4,-4,-0.3,3,9,16,2
O=C(CCNC(=O)c1ccccc1Cl)NCc1ccncc1,-0.1,9,3,4,-1,-6,0.2,6,2,8,-3
O=C(Cn1cc(C(=O)C(F)(F)F)c2cc(Br)ccc21)N1CCOCC1,-1.6,-32,-11,-8,-2,-8,0.1,26,17,-10,5
Cc1cc(N(C)C)ccc1N=Nc1ccc2ncccc2c1,-0.8,-26,1,18,-313,-5,-0.2,-128,-235,-1,0
COc1cc(NC(=S)NCCCN2CCOCC2)c(OC)cc1Cl,3.5,0,-6,19,1,3,-0.1,5,15,-10,6
O=S(NCc1ccccc1)C12CC3CC(CC(C3)C1)C2 (stereo unspecified),-1.0,-9,-1,1,1,-8,-0.1,-5,-2,7,-2
Cc1cn(C2CCC(CO)O2)c(=O)[nH]c1=O (stereo unspecified),0.0,5,-2,0,10,-19,-0.1,-16,15,6,x
O=P(O)(O)c1cc(-c2ccccc2)oc1-c1ccccc1,-0.5,1,4,-3,2,-5,0.1,-17,5,-1,5
O=C(CN1C(=O)NC2(CCCCCC2)C1=O)NC1CC1,1.6,-6,4,1,10,-20,0.1,-13,14,-4,-1
CCN(CC)c1ccc(C(=O)OCC(=O)N(C)Cc2ccccc2)cc1,-0.4,9,-1,0,5,-7,0.0,0,-5,-4,1
COc1ccc(CNC(=O)COc2ccc(OC)cc2)cc1,0.0,2,4,-9,3,-21,0.0,-20,14,-6,0
COc1ccc(C2CC(c3ccccc3Cl)Nc3ncnn32)cc1OC (stereo unspecified),3.5,15,-3,1,3,3,-0.2,-22,14,21,-1
COc1cc(/C=N/Nc2ccc([N+](=O)[O-])cn2)cc(OC)c1O,-0.3,-12,8,-5,25,-23,-0.1,-21,-8,-7,x
Cc1ccc(C(=O)NCC(C)NC(=O)c2ccc(C)c([N+](=O)[O-])c2)cc1[N+](=O)[O-] (stereo unspecified),-0.6,7,11,14,-13,-6,0.1,-19,18,-14,1
Cc1nc2ccccc2c2c1C(=O)N(c1cccc(C(=O)O)c1)C2=O,-0.8,-5,6,0,6,-2,-0.2,-86,5,-4,1
Cc1cc(Cl)c(S(=O)(=O)NC2CCCCC2)cc1OCC(=O)Nc1nncs1,-2.6,8,4,-1,19,0,0.0,8,13,-11,-1
COc1cc(C2C3=C(COC3=O)OC(C)(C)Oc3cc4c(cc32)OCO4)cc(OC)c1OC (stereo unspecified),3.6,54,4,-2,-21,-6,0.4,10,23,-9,x
Cc1ccc(N2CC(C)Cn3c2nc2c3c(=O)[nH]c(=O)n2C)cc1 (stereo unspecified),0.0,20,-11,0,2,-5,0.2,-27,19,-15,x
Cc1ccc2nc3c(cc(C#N)c(=O)n3-c3nccs3)c(=O)n2c1,0.0,-1,0,1,7,30,0.0,-22,10,16,6
CC1C(=O)N2CCCc3cc(NS(C)(=O)=O)cc1c32 (stereo unspecified),0.7,13,-9,0,7,-3,-0.1,-1,0,-5,3
CC(C)COc1ccc(-c2nn(-c3ccccc3)cc2CO)cc1,0.3,3,-4,9,0,-5,0.3,29,-17,-6,-3
COc1cccc(NC(=O)N2C3CCCC2CC(NC(C)=O)C3)c1 (stereo unspecified),0.6,12,2,2,14,-4,-0.1,-14,9,14,3
CC1(C)CC(NC(=O)COc2cc3oc(=O)c4c(c3cc2Cl)CCC4)CC(C)(C)N1,-0.2,-30,-2,0,-35,-14,0.4,9,3,5,0
Cc1cc(Br)cc2cn[nH]c12,-0.5,-13,4,-5,-11,0,-0.1,4,15,18,2
N#CC1=C(N)Oc2n[nH]c(-c3cccs3)c2C1c1cccnc1 (stereo unspecified),-4.2,-3,-5,0,11,-5,0.2,-11,3,15,3
O=C1CSc2ccc(C(=O)O)cc2N1,-0.5,4,0,-4,-1,-8,-0.6,12,4,16,-1
CN(C)c1ccc(/C=N/N2CCN(c3ccccn3)CC2)cc1,-0.3,-77,4,10,-185,4,-0.1,-40,-252,1,-4
CCNS(=O)(=O)c1ccc(CCC(=O)NCc2ccccc2)cc1,-0.3,-15,14,0,13,1,-0.1,-12,11,15,5
COc1cc(CN2C(=O)C(NC(=O)c3ccco3)(C(F)(F)F)C3=C2CC(C)(C)CC3=O)cc(OC)c1 (stereo unspecified),-0.8,-8,11,-2,3,-5,0.0,-38,16,1,-2
Cc1ccc(C[n+]2cccc(-c3ccccc3)c2)c(C)c1,-2.0,39,7,-6,-21,-5,-0.1,-6,13,-14,2
COc1cc(O)oc1C=Nc1ccccc1,-1.3,-28,1,-4,-8,-4,0.4,-50,-76,3,0
Cc1cc(C(=O)COC(=O)c2ccc(N)c([N+](=O)[O-])c2)c(C)n1Cc1ccc2c(c1)OCO2,-0.4,-78,-1,0,-42,-7,0.0,-40,-279,-1,-3
CCCn1c(NC(=O)c2cccc(C)c2C)nc2ccccc21,6.0,6,-4,-3,-56,x,0.7,-45,-58,10,-2
COc1ccc(C(=O)Cn2nc(CNc3ccc(Br)cc3)[n+]3c2CCCCC3)cc1,-0.4,30,6,-2,8,-6,-0.2,-23,19,3,3
CCOC(=O)CC/C(=N\NC(N)=O)c1ccc(OC)c(Cl)c1,0.6,x,2,32,-11,-4,0.1,-26,-8,-4,0
COC(=O)C1=C(C)N(Cc2ccc(OC)cc2)C(=O)/C1=C\c1ccco1,-0.7,-4,1,46,13,-5,-0.1,-34,15,-1,2
Cc1ccc(CNC(=O)c2ccc(S(=O)(=O)N(C)C)cc2)n1C,-0.2,2,-6,-4,-8,-3,-0.1,-26,2,4,-2
CSCCC(NS(=O)(=O)c1ccc(Cl)cc1)C(=O)OCC(=O)N1CCCc2ccccc21 (stereo unspecified),1.2,7,10,16,14,6,0.6,-3,4,10,2
CCCCNC(=S)Nc1ccc2nc(N3CCN(CC)CC3)cc(C)c2c1,0.1,-32,9,-1,5,-4,0.4,16,-30,-2,3
CCOc1ccc(C(F)(F)F)cc1NC(=O)COc1ccc(C(F)(F)F)cc1[N+](=O)[O-],3.1,0,1,0,-3,-3,0.0,14,8,13,1
